# EPAC1 ag: qHTS for Agonist of cAMP-regulated guanine nucleotide exchange factor 3 (EPAC1): primary screen | Rap guanine nucleotide exchange factor 3 (Homo sapiens), O95398 | EPAC1 agonist qHTS, biochemical assay; response scale: 100% = response to 6.5 mM cAMP | Potency, µM (highest dose often 154 µM), inactives show at the highest dose activation, hits mostly activators | hit rate 0.073% among 360,000 | AID 720707, 2013; further: potency means the concentration at half of the fitted maximal effect; nearly all actives have a fitted effect of over 60% in size
# Target sequence (O95398 whole entry, looked up): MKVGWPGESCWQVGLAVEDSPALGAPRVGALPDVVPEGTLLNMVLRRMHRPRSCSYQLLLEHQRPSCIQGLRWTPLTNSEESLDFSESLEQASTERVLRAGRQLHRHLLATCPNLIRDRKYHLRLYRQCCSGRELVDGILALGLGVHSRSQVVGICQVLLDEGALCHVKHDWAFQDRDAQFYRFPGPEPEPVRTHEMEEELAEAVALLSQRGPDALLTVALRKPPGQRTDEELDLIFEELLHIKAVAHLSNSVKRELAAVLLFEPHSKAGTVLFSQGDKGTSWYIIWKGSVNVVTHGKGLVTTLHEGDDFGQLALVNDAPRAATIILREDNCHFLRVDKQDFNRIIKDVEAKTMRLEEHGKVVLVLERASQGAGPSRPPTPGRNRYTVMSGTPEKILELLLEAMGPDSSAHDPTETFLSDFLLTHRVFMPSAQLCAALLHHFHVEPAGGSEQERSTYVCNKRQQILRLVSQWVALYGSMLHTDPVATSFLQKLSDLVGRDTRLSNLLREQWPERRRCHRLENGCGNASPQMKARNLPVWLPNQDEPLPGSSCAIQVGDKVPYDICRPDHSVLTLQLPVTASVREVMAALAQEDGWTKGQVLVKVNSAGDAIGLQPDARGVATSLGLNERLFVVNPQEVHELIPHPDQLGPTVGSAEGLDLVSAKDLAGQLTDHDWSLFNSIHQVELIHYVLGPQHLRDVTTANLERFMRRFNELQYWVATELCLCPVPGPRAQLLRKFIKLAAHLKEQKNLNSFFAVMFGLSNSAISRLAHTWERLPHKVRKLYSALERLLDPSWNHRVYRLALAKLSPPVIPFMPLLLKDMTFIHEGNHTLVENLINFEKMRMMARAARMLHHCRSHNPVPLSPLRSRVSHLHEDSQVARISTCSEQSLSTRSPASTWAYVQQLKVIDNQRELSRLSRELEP
#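 EPAC1 100 nM, Rap1B–BODIPY-GDP 250 nM, unlabeled GDP 50 uM; compound titration; 5 min RT; kinetic read ex480/em540 at 5-min intervals ×30 min; data normalized to 6.5 mM cAMP agonist control.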
# EPAC1 antagonist: qHTS for Antagonist of cAMP-regulated guanine nucleotide exchange factor 3 (EPAC1): primary screen; Potency, µM (series often up to 115 µM), for the others: top-dose activity change, negative = inhibition, actives largely listed as inhibitors; AID 720709, 2013; EPAC1 GEF assay, Rap1b-BODIPY-GDP exchange fluorescence; hit rate 0.14% among 360,000; Rap guanine nucleotide exchange factor 3 (Homo sapiens), O95398;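 further: potency means the concentration at half of the fitted maximal effect; plate controls were vehicle for no effect and positive control for full effect; nearly all actives have a fitted effect of over 50% in size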
# aSyn yeast inh: qHTS of alpha-syn Inhibitors; Yeast expressing alpha-synuclein, growth rescue, BacTiter-Glo, 24 h; Potency, µM (titrated, usually from 46.1 µM), without a hit: top-dose growth rescue (activation), most hits filed as activators; hit rate 0.14% among 370,000; AID 652106, 2013; further: potency means the concentration at half of the fitted maximal effect; % of control where 0% means no effect; nearly all actives have a fitted effect of over 65% in size
#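 Readout is rescue of growth in alpha-synuclein-expressing yeast, so inhibitors of toxicity appear as activators. Growth after 24 hr at 30 deg C in galactose medium is quantified by luminescence.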
# FUS yeast rescue: qHTS for Suppressors of FUS Proteinopathy: Primary screen using FUS-linked yeast assay; hit rate 0.24% among 390,000; S. cerevisiae FUS-expressing, growth rescue, OD600, 24 h; AID 1347120, 2019; Potency, µM (top dose mostly 76.6 µM), for the others: top-dose growth rescue (activation), most hits filed as activators;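 further: potency means the concentration at half of the fitted maximal effect; plate controls were DMSO vehicle for no effect and reference control for full effect; nearly all actives have a fitted effect of over 55% in size; some results filed as inactive show a strong effect at the top dose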
#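 Cultures pregrown in 2.5% raffinose medium are shifted to minimal medium containing 2% galactose to express toxic FUS. Compounds are tested at several concentrations. After 24hr at 30C, growth is quantified at 600 nm absorbance.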
# PI5P4Ka inh: qHTS for Inhibitors of phosphatidylinositol 5-phosphate 4-kinase (PI5P4K) | max response, % | Phosphatidylinositol 5-phosphate 4-kinase type-2 alpha (Homo sapiens), P48426 | hit rate 1.2% among 330,000 | PI5P4Kalpha enzyme, ADP-Glo luminescence, 60 min; hits give low values; active means max response of -50% or lower; inconclusive means between -30% and -50%; inactive means -30% or higher; further: value at the top dose of about 77 µM; on the % scale 0 is the no-effect control and ±100 the full control effect
#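 qHTS, 1536-well: enzyme/substrate mix, compound by pin tool, 5 microM ATP final; RT 60 min; ADP-Glo reagents 1 (45 min) then 2 (30 min); luminescence.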
# PLK1 PBD block: qHTS for Inhibitors of PLK1-PDB (polo-like kinase 1 - polo-box domain): Primary Screen. hit rate 2.8% among 360,000. Plk1 PBD binding of FITC phosphopeptide, fluorescence polarization. Serine/threonine-protein kinase PLK1 (Homo sapiens), P53350. AID 720504, 2013. Potency, µM, for the others: max response, negative = inhibition, actives largely listed as inhibitors; further: potency means the concentration at half of the fitted maximal effect; series mostly up to about 57 µM; on the % scale 0 is the no-effect control and ±100 the full control effect; nearly all actives have a fitted effect of over 65% in size
# IL2 activator: qHTS of IL-2 Activators; IL-2 activation reporter assay, cell-based qHTS; stimulated with anti-CD3/CD4/CD28 beads; in transgenic mouse T cells; activation, % (series mostly up to about 46 µM); hit rate 0.065% among 360,000; in the data active means activation above about 50%; inconclusive means mostly about 30% to 49%; further: 0% is about no effect
#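 Readout: EGFP and DsRed signals by fluorescent plate cytometry. Unstimulated transgenic mouse T cells received compound 60 min before antibody-bead stimulation, then incubated 18 h at 37 degrees C.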
# Abeta rescue: qHTS for compounds that reverse cellular toxicity of Amyloid beta (A-beta) peptide in yeast: Primary Screen; yeast expressing A-beta42, growth rescue, OD600, 48 h; response scale: 0% DMSO, 100% iron-clioquinol control; Potency, µM (top dose mostly 46.1 µM), without a hit: at the highest dose growth rescue, usual class: activators; hit rate 0.063% among 410,000; further: potency means the concentration at half of the fitted maximal effect; nearly all actives have a fitted effect of over 55% in size
#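 Yeast growth medium received pinned compounds, then yeast cells expressing toxic A-beta were added; plates incubated at 30 C for 48 hr. Growth read as absorbance at 600 nm, normalized to DMSO and equimolar FeCl3 plus clioquinol controls.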
# WRN helicase inh: qHTS for Inhibitors of WRN Helicase. Potency, µM (titrated, usually from 114 µM), inactives show at the highest dose activity change, negative = inhibition, hits mostly inhibitors. WRN helicase unwinding, fluorescent forked duplex, kinetic. Bifunctional 3'-5' exonuclease/ATP-dependent helicase WRN (Homo sapiens), Q14191. hit rate 0.46% among 360,000; further: potency means the concentration at half of the fitted maximal effect; on the % scale 0 is the no-effect control and ±100 the full control effect; nearly all actives have a fitted effect of over 55% in size
#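 Kinetic red-fluorescence monitoring (525/598 nm) tracks WRN helicase activity after 100 nM fluorophore-quencher forked duplex and 2 mM ATP are added to 20 nM enzyme pretreated 15 min at room temperature with compound.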
# Starred values were filed as active, the others as inactive; ? = inconclusive; · = no result given; [ ] = remark or other dose. Unless noted, the call rests on the fitted dose curve; in most records, active means well fitted curve in the direction sought with a large enough effect; inconclusive means small, poorly fitted or top-dose-only effect, or another doubt; inactive means no such curve, though single readings can be large; an effect the other way counts as inactive or inconclusive. No enrichment for hits; about 4.1% have a hit in one of these screens.
# Order of results: EPAC1 ag | FUS yeast rescue | PI5P4Ka inh | Abeta rescue | aSyn yeast inh | EPAC1 antagonist | IL2 activator | PLK1 PBD block | WRN helicase inh
- CC(=O)NC1C(OCc2ccccc2)OC(COC(C)=O)C(OC(C)=O)C1OC(C)=O (stereo not drawn)
  -0.9% | -32.0% | 0.0 | 5.9% | -4.0% | -16.2% | 0.2 | -4.9% | -6.9%
- COCC(C)n1c(COc2ccccc2F)nnc1SCC(=O)Nc1oc(C)c2c(C)n[nH]c(=O)c12 (stereo not drawn)
  -6.9% | 6.5% | -15.5 | 1.0% | -2.6% | 11.5% | 0.1 | -19.5% | 4.7%
- COc1ccc(-c2nc(-c3ccccc3)[nH]c(=O)c2C#N)cc1
  4.4% | ? | -7.1 | 0.5% | -5.1% | -4.5% | -1.0 | -16.0% | 2.1%
- O=C(CCCN=C1NS(=O)(=O)c2ccccc21)OCc1ccccc1
  ? | 10.8% | 5.1 | -6.8% | 1.0% | -5.0% | 0.0 | 0.9% | -3.3%
- Cc1cc(C(=O)N/N=C2\CCCC(C)C2)n[nH]1 (stereo not drawn)
  1.6% | ? | · | ? | -7.6% | 8.1% | -0.1 | 2.6% | -16.1%[57.1 µM]
- COc1cccc(C2=NN(C(=O)c3ccc(C)o3)C(O)(C(F)(F)F)C2)c1 (stereo not drawn)
  16.2% | -7.0% | 23.6 | -18.8% | 0.5% | -7.3% | -5.9 | -7.9% | -2.5%
- Cc1ccccc1OCCNC(=O)/C=C/c1ccccc1
  11.0% | 6.6% | 1.7 | -4.8% | 7.4% | 0.1% | -2.5 | -4.8% | -28.4%[57.1 µM]
- O=C(CS(=O)c1ccc(F)cc1)N1CCOCC1 (stereo not drawn)
  10.3% | -29.3% | 18.2 | -5.0% | -1.1% | 10.4% | 1.9 | -5.3% | -0.3%
- COc1ccc(-c2coc3cc(O)ccc3c2=O)cc1OC
  -5.2% | -4.5% | -5.2 | 26.6% | -0.2% | 4.7% | 0.1 | 2.8% | -3.8%
- Nc1c(S(=O)(=O)c2ccccc2)c2nc3ccccc3nc2n1Cc1ccco1
  27.4% | 41.5% | · | 1.0% | -3.4% | -19.2% | -1.6 | -28.1% | -17.0%
- CCc1cc(C(=O)Nc2cc(S(=O)(=O)N(C)C)ccc2C)sc1C
  5.3% | 10.8% | 0.0 | 7.3% | 1.3% | -6.6% | -0.2 | -2.6% | -6.5%
- O=C(O)CSc1ccc2ccccc2n1
  -8.6% | 0.1% | -5.2 | 23.7% | -8.8% | 10.6% | -0.1 | -8.9% | 1.8%
- O=C(c1cccc(-c2cccc3nccn23)c1)N1CCOCC1
  0.6% | -8.1% | 1.6 | -12.0% | 1.5% | 13.7% | -0.5 | -4.0% | 5.4%
- COc1cccc(NC(=O)CN(C)C(=O)c2cccnc2Sc2ccc(C)c(C)c2)c1
  3.8% | 12.1% | -2.6 | 16.6% | 11.1% | 3.1% | -2.0 | 3.9% | -6.0%
- Cc1ccc2c(c1)N(Cc1ccccn1)C(=O)C(C)O2 (stereo not drawn)
  7.9% | · | -0.3 | 9.8% | -6.9% | -16.8% | -0.3 | -12.3% | 6.7%
- CC1(C)Cc2cccc(Oc3cc(NN4CCCCC4)c([N+](=O)[O-])cc3[N+](=O)[O-])c2O1
  -8.4% | -6.6% | -1.7 | 20.9% | 0.0% | -8.1% | -3.9 | -5.6% | -1.1%
- Cc1cccnc1NC(=O)Nc1ccc(Cl)cc1
  17.6% | -19.9% | 8.9 | 6.0% | -10.3% | -13.2% | 1.4 | -5.0% | -3.9%
- CN(CCc1ccccn1)C(=O)CCC1CCCN(C(=O)CN2CCCCCC2)C1 (stereo not drawn)
  -0.6% | 13.9% | -1.8 | 7.9% | ? | -2.9% | 0.2 | -6.0% | -3.2%
- COc1ccc(NC(=O)C2CCCN(C(=O)c3ccc(Cl)cc3)C2)cc1S(=O)(=O)N(C)C (stereo not drawn)
  -2.9% | 21.7% | 5.8 | 0.9% | -2.9% | -20.4% | -0.5 | -5.0% | -6.0%
- COCCCNC(=O)C(=O)NCC(c1ccco1)N1CCN(c2ccc(OC)cc2)CC1 (stereo not drawn)
  -11.9% | 4.9% | 1.0 | -14.3% | 3.7% | -17.0% | -1.7 | ? | -7.0%
- O=C(COC(=O)c1cc(=O)[nH]c2ccccc12)c1cccs1
  5.8% | 0.4% | -19.7 | -1.6% | 17.1% | 9.4% | -3.2 | -14.1% | 0.3%
- Cc1nc2cc(NCc3ccccc3O)ccc2n1Cc1ccccc1
  6.2% | 32.3% | -17.7 | -14.5% | 6.0% | -15.1% | -0.1 | 3.36µM* | -0.2%
- O=C(COC(=O)/C=C/c1ccccc1[N+](=O)[O-])NCC(F)(F)F
  -1.6% | -3.2% | 0.0 | 3.3% | -6.5% | -4.8% | -0.6 | -5.7% | -2.2%
- O=C(COC(=O)Cc1ccc([N+](=O)[O-])cc1)NCc1ccc2c(c1)OCO2
  -0.1% | · | -2.5 | -7.9% | 7.1% | 4.1% | -4.6 | 0.0% | -12.7%
- Cc1ccc(OCC(=O)OCC(=O)Nc2ccc3c(c2)OCO3)cc1C
  -7.0% | · | 8.9 | 9.4% | 0.7% | 3.4% | 0.9 | -0.6% | 4.6%
- O=C(CCc1nnc(C2CCCCC2)o1)N1CCN(C2CCCCC2)CC1
  -1.6% | 11.1% | 1.8 | 0.6% | 3.4% | -5.1% | 0.1 | -5.0% | -5.3%
- CCC(Cc1ccccc1)NS(=O)(=O)c1c(C)nc2sccn2c1=O (stereo not drawn)
  -12.6% | -12.3% | 3.2 | 8.7% | -2.5% | -2.9% | -2.1 | -17.5% | -0.8%
- Cc1ccc(S(=O)(=O)N(CC(=O)NCc2ccncc2)Cc2ccc(F)cc2)cc1
  -3.8% | 12.2% | 2.1 | -16.4% | -1.2% | -15.6% | -3.7 | -6.4% | ?
- COc1cc(C(=O)NNC(=O)Nc2ccc([N+](=O)[O-])cc2)cc(OC)c1OC
  3.8% | 26.8% | 2.7 | 4.6% | -0.4% | -0.4% | -0.5 | -9.4% | -3.2%
- Cc1ccc(NC(=S)NCc2cccs2)cc1
  1.9% | -41.7% | -10.8 | 5.9%[9.22 µM] | -3.2% | ? | -3.1 | -5.1% | -24.7%
- O=C(O)CC1NC(=O)N(C2CCCCC2)C1=O (stereo not drawn)
  2.5% | -2.5% | -2.7 | -15.4% | 1.2% | 8.2% | 3.7 | -8.2% | 0.6%
- CCN(Cc1ccccc1)C(=O)c1cccc(S(=O)(=O)N2CCN(Cc3ccccc3)CC2)c1
  8.0% | 7.8% | 10.3 | 3.3% | 0.0% | -4.5% | -3.4 | -7.5% | -11.8%
- COc1cc(/C=N/NC(=O)c2ccc(CN3c4cccc5cccc(c45)S3(=O)=O)cc2)cc(OC)c1O
  -2.1% | 21.1% | 13.7 | 0.4% | -4.0% | -12.9% | -0.5 | -4.8% | 5.5%[57.1 µM]
- CC(C)CNC(=O)c1cccc(NC(=O)c2ccco2)c1
  9.1% | -7.6% | · | -6.4% | 9.2% | -4.5% | 0.3 | -4.3% | -10.8%
- O=C(CSc1nc2ccccc2[nH]1)NCc1ccco1
  10.9% | 5.4% | · | -27.1% | -4.3% | -5.8% | -0.1 | -14.0% | -7.3%[57.1 µM]
- CCc1nnc(NC(=O)C2COc3ccccc3O2)s1 (stereo not drawn)
  4.7% | -17.5% | -4.6 | -4.6%[9.22 µM] | -1.1% | ? | -1.6 | -5.3% | -23.0%
- COc1ccc(-c2cc(CN3C(=O)c4ccccc4C3=O)on2)cc1
  7.3% | -7.0% | · | -2.2% | -4.7% | 5.6% | -0.7 | -6.1% | -10.3%
- CCOC(=O)C1CCCN(C(=O)c2ccc(C(=O)c3ccccc3)cc2)C1 (stereo not drawn)
  -0.7% | -1.5% | 2.7 | -19.3% | -0.2% | -11.0% | -0.4 | -13.9% | 9.1%
- CC(C(=O)N(C)C1CCS(=O)(=O)C1)N1C(=O)/C(=C/c2cccs2)SC1=S (stereo not drawn)
  8.1% | 4.3% | -0.7 | 5.9% | 4.9% | 14.0% | 3.4 | -4.8% | -3.6%
- COc1ccccc1NC(=O)c1c(NC(=O)CCC(=O)O)sc2c1CCCCC2
  -15.4% | -2.9% | 0.8 | 3.8% | 4.0% | -1.6% | 0.1 | -24.8% | -2.9%
- O=C(NCc1ccc(F)cc1)N1CCc2ccccc2C1
  5.4% | -11.1% | 2.7 | -8.0% | 5.3% | 8.3% | -2.7 | -4.4% | -2.4%
- Cc1ccc(S(=O)(=O)N2CCOCC2)cc1NC(=O)Cn1nc(C)c([N+](=O)[O-])c1C
  3.2% | 16.7% | -2.9 | -0.9% | -3.4% | -20.0% | 0.4 | -2.6% | -2.1%
- Cc1cc(C)c(C(N)=O)c(Nc2cccc(Cl)c2)n1
  3.8% | 13.9% | · | -14.9% | -12.3% | 16.6% | -2.6 | -18.8% | -19.6%
- CC1CCN(C(=O)CSc2nnc(CNC(=O)c3ccc(S(=O)(=O)N(C)C)cc3)o2)CC1
  8.8% | · | -5.0 | -2.1% | -0.6% | -9.2% | -3.1 | -8.7% | -27.2%
- Cc1ccc(CN2CCN(/N=C/C=C/c3ccccc3[N+](=O)[O-])CC2)cc1
  15.6% | 17.1% | 3.2 | -22.0% | 14.9% | -14.8% | 0.0 | -19.6% | -2.2%

# Compound activity deposited in PubChem by National Center for Advancing Translational Sciences (NCATS).
